# H9c2 TAG inh: reduces triacylglycerol accumulation in H9c2 cells; Nile Red lipid (TAG) fluorescence; cells loaded with 200 µM oleic acid; inhibition, % at 12.5 µM; 230,000 tested, 0.66% active; AID 651582;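 active = pattern-corrected inhibition of lipid staining of at least 50% with the nuclear-stain viability signal not falling by more than 50%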;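 note: 0% = DMSO wells and 100% = triacsin C control wells; some results filed as inactive read as strong as hits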
# H9c2 TAG inh DAPI viability: further read-out of H9c2 TAG inh, marked with its call; DAPI nuclei signal change (viability), lower = more cytotoxic, %;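 whole-well DAPI fluorescence read on a plate reader as a viability signal; minus 50 percent equals half of cells still viable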
# The depositor's hits bear a star; & = joins results of further samples. A portion of the library; rates above refer to the full screens.
SMILES,H9c2 TAG inh,H9c2 TAG inh DAPI viability
COc1ccc(-c2cc3ccccc3n2CC(O)CN2CCN(CCO)CC2)cc1 (stereo not given),12,-3
COc1cccc(-c2nc(CS(=O)(=O)CC(=O)NCc3ccc(Cl)cc3)c(C)o2)c1,-8,-1
COc1cc(/C=N/NC(=O)Cc2nnc(N)s2)cc(OC)c1OC,10,-11
Cn1c2ccccc2c2c(C(=O)N3CCN(c4ccccn4)CC3)cn(C3CCCC3)c(=O)c21,18,1
C/C(=N\Nc1ccc(Cl)c(C(=O)O)c1)c1cccs1,-1,4
CC1CCCCN1CCNC(=O)CCc1nnc2n(Cc3ccccc3)c(=O)c3ccccc3n12 (stereo not given),5,6
CCOC(=O)c1c(NC(=O)OC)sc(C(=O)N(CC)CC)c1C,16,-2
O=C(NCC1CC1)c1ccc(-c2cn[nH]c2)c2ccoc12,18,5
CC(C)=CCN1CCN(Cc2nc(-c3ccccc3)cs2)CC1CCO (stereo not given),-6,-5
COc1ccc(C(=O)CSc2n[nH]c(=O)n2Cc2ccco2)cc1,-8,9
Cc1ccccc1OCCNc1ccc(C(F)(F)F)cc1[N+](=O)[O-],-13,0
CCC(C)C(=O)Nc1nnc(-c2cccs2)s1 (stereo not given),10,0
CN1/C(=C\C(=O)C[n+]2ccc(C(=O)c3ccccc3)cc2)C(C)(C)c2ccccc21,-18,5
O=S(=O)(CCN1CCOCC1)c1ccc(Oc2ccc(S(=O)(=O)CCN3CCOCC3)cc2)cc1,-27,3
O=C(C[C@@H]1C[C@H]2c3cc(NC(=O)Nc4ccccc4F)ccc3O[C@H]2[C@H](CO)O1)NCC(F)(F)F,10,1

# Seven compounds already listed, ordered by SMILES length, lowest first.
SMILES,H9c2 TAG inh,H9c2 TAG inh DAPI viability
CCC(C)C(=O)Nc1nnc(-c2cccs2)s1 (stereo not given),10,0
O=C(NCC1CC1)c1ccc(-c2cn[nH]c2)c2ccoc12,18,5
CCOC(=O)c1c(NC(=O)OC)sc(C(=O)N(CC)CC)c1C,16,-2
COc1ccc(C(=O)CSc2n[nH]c(=O)n2Cc2ccco2)cc1,-8,9
Cn1c2ccccc2c2c(C(=O)N3CCN(c4ccccn4)CC3)cn(C3CCCC3)c(=O)c21,18,1
O=S(=O)(CCN1CCOCC1)c1ccc(Oc2ccc(S(=O)(=O)CCN3CCOCC3)cc2)cc1,-27,3
O=C(C[C@@H]1C[C@H]2c3cc(NC(=O)Nc4ccccc4F)ccc3O[C@H]2[C@H](CO)O1)NCC(F)(F)F,10,1

# Among those listed so far, 3 have a thiophene ring, fused or not.
SMILES,H9c2 TAG inh,H9c2 TAG inh DAPI viability
C/C(=N\Nc1ccc(Cl)c(C(=O)O)c1)c1cccs1,-1,4
CCOC(=O)c1c(NC(=O)OC)sc(C(=O)N(CC)CC)c1C,16,-2
CCC(C)C(=O)Nc1nnc(-c2cccs2)s1 (stereo not given),10,0

# Going on with the list.
SMILES,H9c2 TAG inh,H9c2 TAG inh DAPI viability
CCC(OC(=O)C1=Cc2ccccc2OC1)C(=O)NCc1ccco1 (stereo not given),-5,-2
CN(C)c1ccc(/C=N/NC(=O)c2ccc3c(c2)OCCO3)cc1,-1,3
N#CCCn1ccc(NC(=O)c2ccc(Cl)cc2)n1,1,4
Cc1sc2nc(SCC(=O)N3CCCC3)[nH]c(=O)c2c1C,-1,-6
CCCn1c(NC(=O)c2ccc([N+](=O)[O-])o2)nc2ccccc21,36,-30
CCOC(=O)c1ccc(NC(=O)CSc2nnc(CNC(=O)c3ccccc3F)o2)cc1,0,-2
CCC(C)(C(=O)NC1CCCC1)N(Cc1cccs1)C(=O)Cc1cccs1 (stereo not given),11,-5
O=C(Nc1ccc2nsnc2c1)c1cccs1,3,6
O=C(N/N=C/c1ccncc1)c1nn(Cc2ccccc2)c(=O)c2ccccc12,5,-5
O=C(CSc1nnc2ccccn12)NNC(=O)c1ccc(F)cc1,2,0
Cc1ccc(-n2c(SCC(=O)N3CCN(c4ccccn4)CC3)nnc2N2CCCC2)cc1,5,5
O=S(=O)(NCc1cn2ccsc2n1)c1ccc2c(c1)OCCO2,-1,-11
Cc1csc(SCC(=O)N2CCN(S(=O)(=O)c3ccccc3)CC2)n1,20,-13
O=C(c1cc(=O)[nH]c2ccccc12)N(Cc1nnc(-c2ccccc2Cl)o1)C1CC1,3,3
O=S(=O)(Cc1cnc(Cl)s1)c1ccccc1,-41,5
N#Cc1ccc(OCC(=O)N/N=C2\CCc3ccccc32)cc1,-6,-6
O=C(Nc1ccccc1N1CCCCC1)c1ccc(F)c(S(=O)(=O)N2CCOCC2)c1,-17,4
C=C(c1ccc2nc(NC(=O)OC)[nH]c2c1)c1cccs1,27,-12
CCOC(=O)N1CCN(C(=O)c2ccc3c(=O)n(-c4cc(OC)ccc4OC)c(=S)[nH]c3c2)CC1,2,-5
O=C(NCCCN1CCOCC1)c1ccc(CSc2ccc(Cl)cc2)cc1,-13,8
CCc1sc(C(=O)Nc2ncccc2O)cc1C,3,3
Cc1cc(Cl)c(S(=O)(=O)Nc2ccc3c(c2)OCO3)cc1OCC(N)=O,-10,5
O=C(c1cc(COc2cccc(C(F)(F)F)c2)on1)N1C[C@H]2CC[C@H]1C2,13,-3
NC(=O)CSc1nnc(-c2cccnc2)n1CCc1ccccc1,21,-3
CN(CC(=O)Nc1ccc(F)cc1)C(=O)c1ccc(-c2ccc(Cl)cc2)o1,-10,0
Cc1cc(C)c2[nH]c(=O)c(CN(CC3CCCO3)C(=O)c3cnccn3)cc2c1 (stereo not given),17,3
Cn1c(=O)c2cc(NC(=O)NCCc3cccs3)ccc2n1Cc1cccc(C(F)(F)F)c1,-13,32
CCN(C(=S)NCCOC)c1cccc2ccccc12,-18,1
O=C1CC(N2CCN(c3ccccn3)CC2)C(=O)N1CC(c1ccccc1)c1ccccc1 (stereo not given),-20,10
Cc1ccc(S(=O)(=O)CCC(=O)OCC(=O)N(C)Cc2ccccc2)cc1,-5,4

# The last three records of the section before lead into the next.
SMILES,H9c2 TAG inh,H9c2 TAG inh DAPI viability
CCN(C(=S)NCCOC)c1cccc2ccccc12,-18,1
O=C1CC(N2CCN(c3ccccn3)CC2)C(=O)N1CC(c1ccccc1)c1ccccc1 (stereo not given),-20,10
Cc1ccc(S(=O)(=O)CCC(=O)OCC(=O)N(C)Cc2ccccc2)cc1,-5,4
c1ccc(COc2ccc(-c3cc4nc(NCCOc5ccccc5)ccn4n3)cc2)cc1,7,37
CCn1cc(C(=O)N(CCCN2CCOCC2)Cc2ccco2)c(=O)c2ccc(C)nc21,-1,-5
C#CCNC(=O)C1=C[C@@H](C)C[C@@H](OCc2ccc(CO)cc2)O1,-3,-2
CCn1ncc(CN2CCCC(CNC(=O)c3ccc(F)cc3)C2)c1C (stereo not given),9,-5
CCOC(=O)c1c(C)[nH]c(C(=O)Cn2nnc(-c3ccccc3Cl)n2)c1C,-55,-5
COc1ccc(/C=N/NC(=O)c2cc(C34CC5CC(CC(C5)C3)C4)[nH]n2)cc1O,13,-6
CCN(CC)C(=O)c1cn(-c2ccccc2)nc1-c1ccc2c(c1)OCCO2,-2,6
C=CC(=O)NN(C)c1ncc(C(F)(F)F)cc1Cl,3,-12
O=C(c1ccc(COc2ccccc2Br)cc1)N1CCCCC1,8,3
COc1ccc(N2CCN(C(=O)c3cn(C4CCCC4)c(=O)c4c3c3ccccc3n4C)CC2)cc1,46,-9
COc1cccc(NC(=O)CN(C)C(=O)Cc2cccc3ccccc23)c1,-25,2
CC(=O)N1c2ccc(S(=O)(=O)N3CCCC3C(=O)NCc3ccc(Cl)cc3)cc2CC1C (stereo not given),-12,-8
Cc1cc(Br)c(NC(=O)COC(=O)CC2CC3CCC2C3)c(Br)c1 (stereo not given),-18,8
COC1CCC2(C)C(=CCC3C4CC(O)CC4(C)CCC32)C1 (stereo not given),-10,1
COc1ccc(C(=O)N2CCN(C(=O)C3CCCO3)CC2)cc1[N+](=O)[O-] (stereo not given),4,5

# Gathered by group, the compounds so far with a cyano group.
SMILES,H9c2 TAG inh,H9c2 TAG inh DAPI viability
N#CCCn1ccc(NC(=O)c2ccc(Cl)cc2)n1,1,4
N#Cc1ccc(OCC(=O)N/N=C2\CCc3ccccc32)cc1,-6,-6

# The list goes on:
SMILES,H9c2 TAG inh,H9c2 TAG inh DAPI viability
Cc1ccc(C2Cc3cc(O)c(O)cc3CN2)cc1 (stereo not given),38,-9
COc1ccccc1-c1nc(C#N)c(N2CC(C)CC(C)C2)o1 (stereo not given),-9,45
C/C(CC(=O)Nc1ccc(N(C)C)cc1)=N\NC(=O)C(=O)NCc1ccccc1,-8,1
COc1ccc(Cl)cc1N1Cc2ccccc2C1,14,-4
COc1cccc2cc(C(C)OC(=O)Nc3ccc(C)cc3)oc12 (stereo not given),-4,-6
Cc1cccc2cc(C#N)c(N3CCCC3)nc12,4,-3
CCn1c(SC)nnc1-c1nnc(SC)n1CC,2,-11
CCCCn1c(SCC(=O)Nc2cccc(C)n2)nnc1-c1ccco1,4,-21
CC(Oc1ccccc1)C(=O)N1CCN(c2ccc(N3CCCCC3)nn2)CC1 (stereo not given),1,6
CCc1nc2ccc(C(=O)N3CCN(C(=O)c4ccco4)CC3)cn2c1N(CCC(C)C)CCN(C)C,10,7
CNC(=O)Nc1ccccc1C(=O)Nc1ccccc1,5,5
O=C(Nc1ccc(Nc2ccccc2)cc1)c1ccc(Br)cc1,-7,3
COc1cc(/C=N/NC(=O)c2cccc(C)c2)ccc1OCC(=O)Nc1ccccc1,11,-5
Cn1c(-c2ccccc2)cc2onc(-c3ccccc3)c2c1=O,-11,-27
CC1CCCC(NC(=O)C2CC(=O)N(Cc3ccccc3)C2)C1C (stereo not given),-5,1
O=c1[nH]c(C(F)(F)F)nc2c1nc1n2CCC1,0,-4
O=C(C1CCC(CNS(=O)(=O)c2cccc3nsnc23)CC1)N1CCN(c2ccccn2)CC1 (stereo not given),10,-2
CCOc1ccc(NC(=O)CN2C(=O)CSC2=O)cc1,0,6
O=C(Nc1ccc(F)cc1)Nc1ccccc1N1CCCCC1,9,9
COC(=O)c1c(NC(=O)CN2C(=O)C(=O)N(CC(C)C)C2=O)sc(C)c1C,-8,3
O=C(Cc1c(Cl)cccc1Cl)NC1=NCCS1,-8,-4
COC(=O)C1=C(O)/C(=C/c2cccc(OC)c2O)N=C1C,-3,5
CSc1nnc(C)c(=O)n1COC(=O)/C=C/c1ccccc1,-4,3
COc1cc(OC)c2c(-c3cccc(-c4ccc(OC)c(F)c4)c3)cc(=O)oc2c1,-10,-7
NC(=O)Nc1ccc(C(=O)N2CCN(S(=O)(=O)Cc3ccccc3)CC2)cc1,7,-11
COc1ccc(CCC(=O)Nc2nc(C)c(C(=O)N(C)C)s2)cc1,5,6
C[C@H](CO)N1C[C@H](C)[C@@H](CN(C)Cc2ccc(C(=O)O)cc2)Oc2ccc(NS(=O)(=O)c3cn(C)cn3)cc2C1=O,-1,-5
O=C(Nc1ccc(N2CCCCC2)cc1)C(Cl)c1ccccc1 (stereo not given),-15,2
COC(=O)c1cn(Cc2ccc(C(F)(F)F)cc2)cc(F)c1=O,-2,-7
O=C(NNc1cccc(Cl)n1)Nc1ccccc1F,-6,-1
COc1cccc(C(=O)NNC(=O)CCc2ccccc2)c1,2,-3
CC(NC(=O)COC(=O)CC(c1ccccc1)c1ccccc1)c1ccccc1 (stereo not given),2,-6
CC(C)(C)c1ccc(OCCOCCn2cnc3ccccc3c2=O)cc1,-4,-4
COc1ccccc1CNC(=O)CN1NS(=O)(=O)c2ccccc2C1=O,-6,7
CC(C(=O)O)c1ccc(-c2ccccc2)c(F)c1 (stereo not given),-11&1,9&0
O=C(NCC1CCCO1)C1CCN(C2CCN(CCCC3CCCC3)CC2)CC1 (stereo not given),-2,12
Cc1cc(OCC(=O)Nc2ccc(N3CCCC3)cc2)cc(C)c1Cl,2,19
Cc1cc(C(=O)NCc2ccco2)on1,0,-1
CCOc1ccc(NC(=O)Nc2ccon2)cc1,8,-3
CCOc1ccc(S(=O)(=O)NC2=NCCCCC2)cc1,-4,4
CN1CCN(CCCNC(=O)c2cn(C)c3ccc(S(=O)(=O)N(C)C)cc3c2=O)CC1,-8,-1
Cc1ccc(C)c(C(=O)CSc2nnc(C)s2)c1,-8,7
CCOC(=O)c1cc(C#N)c(Oc2cccc(C(F)(F)F)c2)nc1-c1ccccc1,18,-3
CCN(CC(=O)NCc1ccco1)S(=O)(=O)c1ccc(OC)cc1,0,2
O=C(c1ccc(F)cc1)n1cc(C(=S)N2CCOCC2)c2ccccc21,-1,4
O=C(O)c1cccc(N/N=C/C2=C(Cl)c3cc(Cl)ccc3SC2)c1,8,6
Cc1nnc(NC(=O)C2COc3ccccc3O2)s1 (stereo not given),-33,-1
CCCCN1C(=O)C(CC(=O)NCCCN(C)C)CC(C(=O)N2CCOCC2)=C1C (stereo not given),-14,7
Cc1ccc2[nH]c3c(c2c1)CN(C)CC3,-2,11
Cc1cc(C(=O)NCCCN(C)C)c2ccccc2n1,10,-4
CN(CC(=O)Nc1ccccc1Cl)C(=O)CSC(=S)N1CCCC1,-1,10
CCCCC(=O)Nc1ccc(C(=O)NCCN2CCOCC2)cc1,1,-6
CC(C)(C)c1ccc(C(=O)N2CCN(S(=O)(=O)c3ccc(Br)s3)CC2)cc1,-22,4
CCc1ccc(C(=O)NNC(=O)C2CC(=O)N(c3ccc4c(c3)OCCO4)C2)cc1 (stereo not given),-20,-2
O=C(CCn1cccc1)NCc1ccccc1,-1,-5
CCOc1ccccc1CN1CCN(Cc2cccc3nonc23)CC1CCO (stereo not given),-6,1
COC(=O)Cn1c2ccccc2c2nc3ccccc3nc21,-3,4
Cc1ccc(OCC(=O)N2N=C(c3ccc(Cl)cc3)CC2c2ccco2)c([N+](=O)[O-])n1 (stereo not given),15,-5
O=C(COc1cc(O)c2c(=O)c3ccccc3oc2c1)OCc1ccccc1,1,2
O=C(COc1ccccc1)Nc1cc(S(=O)(=O)N2CCOCC2)ccc1N1CCCC1,6,-2
O=C(c1nn(Cc2ccccc2)c(=O)c2ccccc12)N1CCN(C/C=C/c2ccccc2)CC1,-13,11
COc1ccc(OCc2cc(C(=O)N3CCCCCC3)no2)c(Cl)c1,-1,7
COc1cc(OC)cc(C(=O)NC(C(=O)O)C23CC4CC(CC(C4)C2)C3)c1 (stereo not given),-3,-1
